Screening results deposited in PubChem by several laboratories.
BaF3 parental: parental Ba/F3 cell viability inhibition, counter-screen for JAK2V617F inhibitor project, murine pro-B, CellTiter-Glo luminescence. inhibition, % at 5.6 µM. CellTiter-Glo ATP luminescence. 220,000 compounds, 1.1% hits. AID 1486, 2009;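 active = inhibition above a per-campaign cutoff, the mean inhibition of all tested compounds plus 3 SD, cut at about 27% in these data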;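 also: 0% = DMSO wells and 100% = JAK Inhibitor I control wells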
NPY2 pot ag: NPY-Y2 potentiators or agonists, primary screen, cell-based; Neuropeptide Y receptor type 2 (Homo sapiens), P49146; cells expressing NPY-Y2, potentiator/agonist read-out; activation, % at 3.6 µM; 220,000 compounds, 0.45% hits; AID 1359, 2008; in the data active = activation above about 27%;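 also: cells stimulated with NPY near EC25 plus isoproterenol at EC100; 0% = vehicle plus submaximal agonist and 100% = vehicle plus saturating agonist; some results beyond the cut were filed as inactive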
Target sequence (P49146 whole entry, looked up): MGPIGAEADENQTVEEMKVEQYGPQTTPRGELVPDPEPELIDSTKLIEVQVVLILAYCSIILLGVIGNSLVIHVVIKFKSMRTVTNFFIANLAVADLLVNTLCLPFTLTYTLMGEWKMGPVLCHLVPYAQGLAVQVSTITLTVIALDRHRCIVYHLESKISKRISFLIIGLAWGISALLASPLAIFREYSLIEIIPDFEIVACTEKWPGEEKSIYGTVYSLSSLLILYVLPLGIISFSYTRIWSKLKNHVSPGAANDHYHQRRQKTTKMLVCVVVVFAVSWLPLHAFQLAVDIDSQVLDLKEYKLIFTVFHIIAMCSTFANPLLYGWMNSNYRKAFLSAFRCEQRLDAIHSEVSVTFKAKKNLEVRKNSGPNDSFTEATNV
PERK inh: block of dimerizer-induced PERK translation repression, primary screen, PERK inhibitor project, CHO PERK-DD cells, SEAP luminescence, HTS. CHO PERK-DD fusion, SEAP luminescence translation reporter. inhibition, % at 5.6 µM. AID 1416, 2008. Eukaryotic translation initiation factor 2-alpha kinase 3 (Homo sapiens), Q9NZJ5. 220,000 compounds, 0.17% hits;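 active = inhibition above the mean inhibition of all tested compounds plus 3 SD, set separately per screening campaign, cut at about 2.9% in these data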;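 also: PERK kinase domain activated by AP20187 dimerizer at 100 nM; 0% = DMSO with dimerizer and 100% = rapamycin at 8.4 µM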
Mdm2 ligase inh: MDM2-luciferase reporter signal enhancers, primary screen, MDM2 E3 ligase inhibitor project, cell-based, luminescence, 1536-well. 210,000 compounds, 0.11% hits. cell-based MDM2 ubiquitination luciferase reporter, 2 h; 0 = plate control, 100 = twice control, blank-subtracted. signal enhancement, % at 5 µM. E3 ubiquitin-protein ligase Mdm2 (Homo sapiens), Q00987;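 active = signal enhancement of 30% or more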;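 also: luminescence tracks abundance of the self-degrading MDM2-luciferase fusion protein; higher signal means inhibition of MDM2 E3 ligase activity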
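Assay system: stable mammalian line carrying autodegrading MDM2–luciferase fusion reporter; Input: 2000 cells in each well; Compound dosing: single-point 5 µM; Schedule: 2 h compound exposure at 37 °C; Signal: SteadyLite luciferase luminescence after 15 min room-temperature reagent incubation; Evaluation: % luminescence enhancement versus blank-corrected plate control mean; Benchmarks: plate controls and plate blanks.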
Wee1 degr inh: Wee1 degradation inhibitors, primary screen, cell-based, HeLa, Wee1K328M-luciferase, luminescence. Wee1-like protein kinase (Homo sapiens), P30291. HeLa Luc-Wee1K328M stability; 100% = proteasome inhibitor MG132 effect. reporter increase, % at 5 µM. 220,000 compounds, 1.2% hits;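 active = activation above the mean of all tested compounds plus 3 SD, set per screening run, cut at about 8.8% in these data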;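 also: cells exposed to compound for 20 h before luminescence read; 0% = DMSO alone and 100% = MG132 at 30 µM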
Ba/F3 V617F tox: reduced viability of JAK2V617F-dependent Ba/F3 cells, primary screen, JAK2V617F inhibitor project, cell-based, Ba/F3 EpoR-JAK2V617F, luminescence | AID 1446, 2008 | 220,000 compounds, 1.1% hits | ATP luminescence | inhibition, % at 5.6 µM;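 active = inhibition above the campaign mean plus 3 SD over all tested compounds, cut at about 24% in these data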;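 also: cytokine-independent growth of Ba/F3 cells driven by EpoR plus mutant JAK2; 0% = DMSO-treated cells and 100% = JAK inhibitor I control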
S1P4 antagonist: S1P4 receptor antagonists, primary screen, cell-based; Sphingosine 1-phosphate receptor 4 (Homo sapiens), O95977; S1P4-expressing cells, antagonist mode, reporter read-out; inhibition, % at 4.98 µM; 220,000 compounds, 0.26% hits; AID 1510, 2009; in the data active = inhibition above about 29%;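 also: 0% = wells stimulated with agonist and 100% = vehicle wells without agonist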
Target sequence (O95977 whole entry, looked up): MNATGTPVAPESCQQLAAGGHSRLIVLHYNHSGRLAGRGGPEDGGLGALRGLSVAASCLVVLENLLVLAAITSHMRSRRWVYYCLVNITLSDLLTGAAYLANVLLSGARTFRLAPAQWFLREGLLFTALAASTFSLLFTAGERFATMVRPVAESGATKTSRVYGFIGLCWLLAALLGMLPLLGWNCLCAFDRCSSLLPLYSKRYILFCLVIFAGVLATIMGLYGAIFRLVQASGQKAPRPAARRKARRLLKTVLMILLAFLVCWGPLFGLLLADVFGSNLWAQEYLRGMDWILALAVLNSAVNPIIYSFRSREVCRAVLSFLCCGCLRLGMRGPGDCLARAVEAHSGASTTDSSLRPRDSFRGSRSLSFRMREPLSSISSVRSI
S1P4 agonist: S1P4 receptor agonists, primary screen, cell-based. 220,000 compounds, 0.35% hits. activation, % at 4.98 µM. S1P4-expressing cell line, agonist reporter assay. AID 1509, 2009. Sphingosine 1-phosphate receptor 4 (Homo sapiens), O95977; in the data active = activation above about 11%;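 also: 0% = DMSO vehicle and 100% = reference agonist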
eIF4E 4G PPI: eIF4E–eIF4G protein interaction inhibitors, primary screen, biochemical, uHTS, TR-FRET, eIF4GI fragment | AID 782, 2007 | inhibition, % at 21.7 µM | TR-FRET eIF4E-eIF4GI(517-606) binding, 2 h | Eukaryotic translation initiation factor 4E (Mus musculus) + Eukaryotic translation … | 220,000 compounds, 0.37% hits;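 active = inhibition above about 30%, limit read from the data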;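 also: 0% = full FRET control wells and 100% = background wells lacking eIF4GI fragment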
Active calls of the source: *; nt = no result given; [ ] = dose if it differs, or a comment.

SMILES	BaF3 parental	NPY2 pot ag	PERK inh	Mdm2 ligase inh	Wee1 degr inh	Ba/F3 V617F tox	S1P4 antagonist	S1P4 agonist	eIF4E 4G PPI
Cc1cccn2c(=O)c3cc(C#N)c(=NC(=O)c4cccnc4)n(CC4CCCO4)c3nc12 (stereo not drawn)	4	16	-0.5	nt	2	1	8	0.8	nt
O=C(Nc1ccc(Cl)cc1)NC1CCCC1Cc1ccco1 (stereo not drawn)	8	-17	-0.4	6	1	4	8	0.1	1
COc1ccccc1NC(=O)N1CCCC1C(=O)Nc1ccc(NC(C)=O)cc1 (stereo not drawn)	-4	0	0.1	-20	1	-2	-16	0.9	1
Cc1c(Cl)cccc1NC(=S)Nn1cnnc1	7	-12	0.0	-2	0	-2	21	1.6	1
O=C(CSc1nnc(-c2n[nH]c3ccccc23)n1-c1ccccc1)Nc1ccccc1Cl	4	9	-0.9	5	0	-1	-6	0.6	2
Cc1ccccc1OCC(=O)N/N=C1\SCC(=O)N1Cc1ccccc1	8	-3	-0.3	0	-1	-2	-11	1.2	0
Cc1cccc(NC(=O)CS(=O)(=O)c2cn(CC(=O)N3CCOCC3)c3ccccc23)c1	7	0	0.8	-6	-2	0	-5	-0.2	0
COc1ccccc1-n1c(=O)[nH]c2c(C(N)=O)nc(C3CCCCC3)nc21	6	6	0.3	-15	0	-4	-14	2.1	2
CC(=O)N(CC(C)(C)CC=C(C)C)c1ccccc1	0	9	2.0	-5	-2	0	-1	0.0	6
CCC(Sc1nc2n[nH]c(C)c2c(=N)n1-c1cc(Cl)ccc1C)C(=O)N1CCOCC1 (stereo not drawn)	5	0	0.8	4	0	-1	-4	-0.3	-2
CN(C)CC(C)(C)CNS(=O)(=O)CC12CCC(CC1=O)C2(C)C (stereo not drawn)	-1	1	1.2	-10	1	-4	6	-1.1	-1[fluorescence artefact?]
Cc1ccc(C(=O)N/C(=C/c2cccnc2)C(=O)O)cc1	-3	6	0.7	-11	1	-3	-12	-1.0	5[fluorescence artefact?]
COc1cc(-n2c3nc4ccccc4nc3c3c(=O)n(Cc4ccco4)cnc32)cc(OC)c1OC	4	11	-1.2	nt	2	-1	-24	1.0	nt
COC(=O)c1cc(-c2c(C)oc3cc(O)ccc3c2=O)c(C)o1	4	0	0.4	-15	4	-4	12	-0.5	2
N#CC1=C(N)Oc2c(oc(CO)cc2=O)C1c1cccs1 (stereo not drawn)	9	4	0.5	-1	-4	0	-12	1.9	3
Cc1c(Br)c([N+](=O)[O-])nn1CC(=O)c1ccccc1	9	-10	0.5	-5	0	1	-1	0.0	-1
O=C(NNC(=O)C1[C@H]2CCCC[C@@H]12)NC1CCCCC1 (stereo partly drawn)	6	17	0.8	nt	4	-1	-10	-1.5	-6[fluorescence artefact?]
NC(=O)c1nsc(C(=O)N(CC(=O)NCc2ccc3c(c2)OCO3)C2CCCCC2)c1N	7	8	-0.6	-37	3	0	-13	-0.2	2
CS(=O)(=O)N(CC(=O)Nc1ccc2c(c1)OCO2)c1ccc2c(c1)OCO2	1	0	1.0	-4	1	-1	13	-2.1	9
CSc1ccc(CN2C(=O)NC3(CCCCCCC3)C2=O)cc1	4	5	-0.4	-10	-1	0	-5	-1.9	2
COc1cc(NC(=S)NC(C)=O)ccc1NC(=O)C(C)C	1	8	0.3	-9	0	-5	-10	0.4	-4
CC1=CCC2C(=O)N(c3ccc(C(=O)N4CCCCCC4)cc3)C(=O)C2C1 (stereo not drawn)	6	1	-0.9	-7	6	-2	-2	-2.1	1
CC(=O)c1ccc(NC(=S)NC(C)c2ccc(Cl)cc2Cl)cc1 (stereo not drawn)	3	25	-0.6	-5	-2	-1	-14	3.2	2
N#Cc1cccc(Cn2cc(C(F)(F)F)ccc2=O)c1	2	11	2.2	-9	-4	-4	-2	0.8	6
CCNc1nc(NCC)n2c(SCC(=O)c3ccccc3Cl)nnc2n1	9	-7	-0.9	-10	3	3	-3	-1.5	-3
NC(=O)CC[C@@H]1NC(=O)[C@H](Cc2ccccc2)NC(=O)[C@H](Cc2ccc(O)cc2)NC(=O)[C@@H](N)CSSC[C@@H](C(=O)N2CCC[C@H]2C(=O)N[C@@H](CCCN=C(N)N)C(=O)NCC(N)=O)NC(=O)[C@H](CC(N)=O)NC1=O	6	0	0.9	-1	-1	2	-1	-3.7	4
CCOC(=O)/C(C(=O)Nc1ccccc1Cl)=C1/NC(C)(C)Cc2ccccc21	-3	-4	0.8	-6	-1	-1	-12	1.0	0
CCOC(=O)N1CCN(C(=O)CCSc2ccc(Cl)cc2)CC1	2	7	0.3	1	1	-3	-7	0.6	3
COc1ccc(OCCCC(=O)Nc2nnc(C3CCCO3)s2)cc1 (stereo not drawn)	6	-12	-0.8	-13	2	0	-7	-1.3	-2
NS(=O)(=O)c1ccc(NC(=S)NCc2ccccc2Cl)cc1	12	5	0.6	-7	2	2	-11	3.3	-5
Cc1cccc(NCC(O)Cn2cnc3c2c(=O)n(C)c(=O)n3C)c1 (stereo not drawn)	5	5	0.4	-12	-1	-1	-19	-0.7	-1
CCC(=O)NC(c1ccccc1)c1nc2ccccc2[nH]1 (stereo not drawn)	2	10	-0.2	-21	0	-4	-2	-2.5	8
CCC(C)Sc1nnc(Cc2cc(=O)[nH]c(=O)[nH]2)n1-c1ccc(F)cc1 (stereo not drawn)	6	13	0.0	-11	-1	1	-26	0.1	2
O=C(Cc1ccccc1)Nc1c(C(=O)N2CCCCCC2)cnn1-c1ccccc1	0	15	-0.5	-4	-2	-5	-7	0.0	3
Cc1nc(CS(=O)(=O)c2ccccc2)cc(Sc2ccccc2Cl)n1	-4	-15	0.0	-7	0	-3	-10	1.2	3
Cc1cc(SC(C)C(=O)Nc2ncc(Cl)cc2Cl)nc2ccccc12 (stereo not drawn)	2	14	-0.3	7	5	1	3	-0.6	0
O=C(Oc1ccc2c3c(c(=O)oc2c1)CCC3)c1ccco1	1	-4	1.1	-7	-3	-3	3	0.6	1[fluorescence artefact?]
Cc1ccc(-c2nnc(N3CCN(S(C)(=O)=O)CC3)c3ccccc23)cc1	3	6	-1.0	17	0	3	-5	0.1	3
CNS(=O)(=O)c1cccc(C(=O)OCC(=O)N2CCc3ccccc3C2)c1	6	-5	-1.7	-5	-2	-1	-9	-1.1	-1[fluorescence artefact?]
CCN(CC)Cc1cc(NC2=NS(=O)(=O)c3ccccc32)ccc1OC(=O)c1ccccc1	8	6	0.4	-14	-1	0	-10	0.5	-1

3 compounds out of the list, ordered by length of the SMILES, falling:
SMILES	BaF3 parental	NPY2 pot ag	PERK inh	Mdm2 ligase inh	Wee1 degr inh	Ba/F3 V617F tox	S1P4 antagonist	S1P4 agonist	eIF4E 4G PPI
CCC(C)Sc1nnc(Cc2cc(=O)[nH]c(=O)[nH]2)n1-c1ccc(F)cc1 (stereo not drawn)	6	13	0.0	-11	-1	1	-26	0.1	2
O=C(Oc1ccc2c3c(c(=O)oc2c1)CCC3)c1ccco1	1	-4	1.1	-7	-3	-3	3	0.6	1[fluorescence artefact?]
CCC(=O)NC(c1ccccc1)c1nc2ccccc2[nH]1 (stereo not drawn)	2	10	-0.2	-21	0	-4	-2	-2.5	8

Further entries
SMILES	BaF3 parental	NPY2 pot ag	PERK inh	Mdm2 ligase inh	Wee1 degr inh	Ba/F3 V617F tox	S1P4 antagonist	S1P4 agonist	eIF4E 4G PPI
C=C(C)C1CC=C(C)/C(=N\NC(=S)Nc2ccc(C)cc2)C1 (stereo not drawn)	4	-16	0.2	3	6	0	-2	0.1	11
CCOC(=O)C1=C(CN2CCN(CCC#N)CC2)NC(=O)NC1c1ccc2c(c1)OCO2 (stereo not drawn)	4	9	1.6	-2	-1	-2	-9	0.4	2
COc1ccc(CCn2c(N3CCN(C)CC3)nc3c2c(=O)[nH]c(=O)n3C)cc1	5	-11	1.5	-3	-1	-1	-5	-1.3	3[fluorescence artefact?]
Cc1cccc(NC(=O)CN(C)S(=O)(=O)c2cccc3cccnc23)c1	2	5	-0.9	-15	1	-2	-1	-1.4	4
Cc1ccc(S(=O)(=O)N2CCC(c3nc4c(nnn4Cc4ccccc4)c(=O)[nH]3)CC2)cc1	3	-8	-0.3	-5	-2	1	-4	0.6	1
COc1ccc(OC)c(N(CC(=O)O)S(=O)(=O)c2ccc(OC)c(OC)c2)c1	1	13	-0.3	-11	3	-2	-10	1.2	5
O=C1CNC(=O)N1CC(O)Cn1c2ccccc2c2ccccc21 (stereo not drawn)	3	9	0.7	-2	2	1	-11	0.9	8
Cc1ccc(Oc2nnc(-c3cccs3)c3ccccc23)cc1	0	6	0.6	-4	-1	-3	1	1.2	21
Cc1ccc(N2CC(C(=O)Nc3ccc(S(=O)(=O)N4CCCC4)cc3)CC2=O)cc1 (stereo not drawn)	2	-10	-1.1	8	0	-2	-10	-0.5	3
O=C(NNC(=O)c1cc(-c2ccccc2)nc2ccccc12)Nc1cccc(Cl)c1	0	10	0.2	-12	-3	0	11	-3.0	6
COc1cc(C(=O)NCCC2=CCCCC2)cc(OC)c1OC	0	11	0.1	-2	0	-2	9	-1.9	1[fluorescence artefact?]
CCOC(=O)N/N=C\c1sccc1C	8	5	0.1	-2	3	1	-31	0.8	-2
C=CCN1C2CCCC1CC(NC(=S)Nc1cccc(OC)c1)C2 (stereo not drawn)	1	-2	0.0	-5	1	-2	-6	1.6	-2
CCCOc1ccc(C(=O)Nc2ccc(S(=O)(=O)Nc3onc(C)c3C)cc2)cc1	5	7	0.3	-11	3	1	0	-0.8	-2
O=C(COc1nc2ccccc2nc1N1CCOCC1)N1CCc2ccccc21	3	-7	0.1	3	-3	0	-12	0.0	-6[fluorescence artefact?]
Cc1cc(C(=O)COC(=O)C(C)NC(N)=O)c(C)n1Cc1ccco1 (stereo not drawn)	5	-5	0.1	-7	-1	4	-11	-0.8	3
CCN(CC)C(=O)CSc1ncnc2c1nnn2-c1ccc(F)cc1	1	-13	2.0	-2	2	-4	-2	-0.7	2
O=C(COC(=O)c1ccc(S(=O)(=O)N2CCCC2)cc1)Nc1ccc(N2CCOCC2)cc1	0	10	1.7	0	1	-2	6	-0.8	-1
CCn1ncc(/C=C/C(=O)NCc2cn(C)nc2C)c1C	1	-5	-0.4	-5	5	1	-5	1.3	4
CC(C)(C)NC(=O)CSc1nnnn1C(C)(C)C	6	-11	-0.5	4	-1	3	-6	0.9	1[fluorescence artefact?]
CCOC(=O)Cn1c(=N)n(CCOc2ccc3ccccc3c2)c2ccccc21	1	-4	-1.1	-12	-2	3	5	1.5	-7
